ERK EGF block – inhibitors of EGF-stimulated ERK signaling pathway | HEK293-V1b, EGF-stimulated phospho-ERK AlphaScreen | Potency, µM (top dose mostly 11.5 µM), without a hit: at the highest dose activity change, negative = inhibition, hits mostly inhibitors | 130,000 tested, 0.41% active | AID 1454; active means well fitted inhibition curve with a large enough effect; inconclusive means small, poorly fitted or top-dose-only effect, or effect the other way;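 further: plate controls were stimulated vehicle wells for no effect and unstimulated vehicle basal for full effect; nearly all actives have a fitted effect of over 55% in size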
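Readout: AlphaScreen signal for phosphorylated ERK in lysed HEK293 cells stably expressing V1b. Stimulus 25 nM EGF, 5 min, following 30 min compound exposure. Data scaled to DMSO basal and full EGF activation.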
* = called active by the depositor; ? = inconclusive; & = joins results of further samples; [ ] = another dose, or the depositor's remark. Potency means the concentration at half of the fitted maximal effect. The list is partial; rates above refer to the full screens.

ERK EGF block | Structure
4%[57.5 µM] | O=C(CN1CCCc2ccccc21)N/N=C/c1ccc(F)cc1F
-3% | CCOC(=O)C1=C(C)NC(=O)C1CC(=O)O (stereo unspecified)
6% | CN(CC(O)COCc1ccc2c(c1)OCO2)C1CCCCC1 (stereo unspecified)
-22% | COc1cc2c(cc1OC)CC1(CCCCC1)N=C2
-1% | O=C(NCCCN1CCN(c2ccccc2F)CC1)C1CCC(=O)N1C1CCCC1 (stereo unspecified)
-4% | O=c1[nH]ncc(N2CCCC2)c1Cl
8% | COc1ccc(NC(=O)CCCn2cc([N+](=O)[O-])cn2)cc1
-12% | CCOC(=O)N1CCC(NC(=O)CCC(=O)N2CCOc3ccc(Cl)cc32)CC1
-14% | CCOC(=O)N(NC(=O)C(O)(CC(C)C)CC(C)C)c1ccccc1
-6% | CC(C)CCNc1c(-c2cccs2)nc2ccccn12
-8% | COc1cccc(CNC(=O)CCC2CCCN(C/C=C/c3ccccc3OC)C2)c1 (stereo unspecified)
12% | CCCCN1C(=O)Nc2ccccc2S1=O (stereo unspecified)
11% | Cc1ccccc1NC(=O)NNC(=O)OC(C)(C)C
-1%[57.5 µM] | Oc1ccc(N2CCN(c3nc(-c4cccs4)nc4ccccc34)CC2)cc1
2% | O=C(Oc1cc2oc(=O)c3c(c2cc1Cl)CCCC3)c1cccs1
2% | COC(=O)c1ccc(OS(=O)(=O)c2ccc(NC(C)=O)cc2)cc1
7% | COc1cccc(/C=c2\s/c(=C/C(=O)c3ccc(C)cc3)[nH]c2=O)c1OC
-5% | CC1CN(S(=O)(=O)c2ccc(C(=O)Nc3nnc(-c4ccco4)o3)cc2)CC(C)O1 (stereo unspecified)
3% | O=C(CCc1ccccc1)N1CCCN(C(=O)CCc2ccccc2)CC1
-16% | O=C1NCCN(Cc2ccc(Cl)c(F)c2)C1CC(=O)N1CCc2ccccc2C1 (stereo unspecified)
-1% | Cc1ccc(S(=O)(=O)NC(C(=O)Oc2ccc3ccc(=O)oc3c2)c2ccccc2)cc1 (stereo unspecified)
2% | CCN1CCN(CC(=O)N2N=C(c3cccs3)CC2c2ccc(OC)cc2)C(=O)C1=O (stereo unspecified)
-4% | Cc1nc(-c2ccccc2)sc1C(=O)O
10%[57.5 µM] | Cc1onc(C(=O)Nc2c(C)n(C)n(-c3ccccc3)c2=O)c1[N+](=O)[O-]
-19% | COc1ccc(N2C(=O)CC(N3CCN(S(=O)(=O)c4ccc(Cl)cc4)CC3)C2=O)cc1 (stereo unspecified)
7%[57.5 µM] | NC(=O)C1CCN(c2c([N+](=O)[O-])cc(C(F)(F)F)cc2[N+](=O)[O-])CC1
-12%[57.5 µM] | CCOC(=O)C(CC)(CCC(=O)OC)c1csc(Nc2ccccc2O)n1 (stereo unspecified)
6% | CCC1=C2CC[C@H]3C(=O)N(CC)C(=O)[C@H]3[C@H]2[C@@]2(Cc3ccccc3)C(=NCc3ccccc3)OC(=O)N2C1=O
-2% | N#C/C(=C\c1cccs1)C(=O)NCc1cccnc1
-10% | Cc1ccc(N2C(=O)CC(N3CCN/C3=C3\CC/C(=C\c4ccccc4)C3=O)C2=O)cc1 (stereo unspecified)

Brought forward from above: 3 compounds, followed by the next part.
ERK EGF block | Structure
6% | CCC1=C2CC[C@H]3C(=O)N(CC)C(=O)[C@H]3[C@H]2[C@@]2(Cc3ccccc3)C(=NCc3ccccc3)OC(=O)N2C1=O
-2% | N#C/C(=C\c1cccs1)C(=O)NCc1cccnc1
-10% | Cc1ccc(N2C(=O)CC(N3CCN/C3=C3\CC/C(=C\c4ccccc4)C3=O)C2=O)cc1 (stereo unspecified)
2% | CC(NC(=O)c1ccccc1)C(=O)N/N=C/c1cccc([N+](=O)[O-])c1 (stereo unspecified)
-7% | O=C(NC(=S)NCC1CCCO1)c1ccccc1F (stereo unspecified)
6% | COc1ccc(-n2c(=O)c(-c3cn(C)c4ccccc34)nc3cnc(OC)nc32)cc1
? | Cc1ccc(C(=O)C(C(=O)/C=C/c2ccccc2)=C2SCCCS2)cc1
2%[57.5 µM] | CC1CC(C)CN(C(=O)COc2ccc([N+](=O)[O-])cc2Cl)C1 (stereo unspecified)
-4% | COc1cc(/C=C(\C#N)C(N)=O)cc(CSc2nc3ccccc3s2)c1O
-1% | COc1ccc(NS(=O)(=O)c2cc(NC(=O)[C@@H](NC(=O)c3ccccc3)C(C)C)ccc2C)cc1
2% | Cc1cc(C)nc(/N=C(\N)Nc2ccc(S(=O)(=O)Nc3nccc(C)n3)cc2)n1
1% | NNc1ncnc2sc3c(c12)CCC3
2% | Cc1cccc(OCC(=O)N2CCOCC2)c1
-13%[57.5 µM] | CC(C)C1(CCNC(=O)c2cccs2)CCOC(C)(C)C1 (stereo unspecified)
1%[57.5 µM] | CCOC(=O)Cc1csc(NC(=O)Nc2ccc(F)cc2)n1
-10%[57.5 µM] | COc1ccc(Cn2c(O)c(C=Nc3ccccc3C(=O)O)c3ccccc3c2=O)cc1
-6%[57.5 µM] | CN1CCN(c2nc3ccccc3nc2C(C#N)S(=O)(=O)c2ccccc2)CC1 (stereo unspecified)
-3% | CCOC(=O)CSc1nnc(CCCCCN2C(=O)c3cccc4cccc(c34)C2=O)o1
1% | COc1ccc(NC(=O)/C(=C/c2cccnc2)NC(=O)c2cccs2)cc1
-13%[57.5 µM] | COCC(C)NC(=O)CCc1nnc(C2(c3ccc(Cl)cc3)CCC2)o1 (stereo unspecified)
-4%[57.5 µM] | CC(C)NCC(=O)C12CC3CC(CC(C3)C1)C2
6% | Cn1ncc(Br)c1C(=O)NC12CC3CC(CC(C3)C1)C2
2% | Cc1cc([N+](=O)[O-])ccc1NC(=O)Cc1ccc(F)cc1
4%[57.5 µM] | COc1ccc(CC(=O)O/N=C(\N)c2ccncc2)cc1
-1% | Cc1ccc(/C=C2\Oc3c(ccc(O)c3CN3CCN(CCO)CC3)C2=O)cc1
-5% | COc1ccc(NC(=O)Cn2cc(C#N)c3ccccc32)cc1
-2% | COCCNC(=O)C(c1ccncc1)N(Cc1ccccc1)C(=O)Cn1nnc2ccccc21 (stereo unspecified)
3% | CCCC/C=C/C(NC(=O)c1cccs1)c1ccccc1 (stereo unspecified)
-2%&0% | CC(=O)N1[C@H](Cc2ccccc2)C=C[C@]1(C)C(=O)NCc1ccccn1
1% | Cc1ccc(/C=N/NC(=O)c2ccncc2)o1
-2% | Cc1cccc(OCC(=O)N/N=C/c2ccc(N(C)C)cc2)c1
-2% | CC(Oc1ccccc1)C(=O)NNS(=O)(=O)c1ccc([N+](=O)[O-])cc1 (stereo unspecified)
-5%[57.5 µM] | CC(=O)NCCNC(=O)c1ccc(NC2=NC3CS(=O)(=O)CC3S2)cc1 (stereo unspecified)
-20% | CC(C)OC(=O)[C@@H]1CC[C@H](C)[C@@H](CCCCO)O1
7% | CC(/C=N/NC(=O)CSc1nc(C)cc(C)n1)=C\c1ccccc1
10%[57.5 µM] | COC(=O)c1cnc(N2CCOCC2)nc1C(F)(F)F
-1% | Cc1ccc(S(=O)(=O)N(C)c2ccc(C)c([N+](=O)[O-])c2)cc1
2%[57.5 µM] | CC(C)C[C@H](NC(=O)c1nc[nH]c1C(=O)N[C@@H](CC(C)C)C(=O)OC(C)(C)C)C(=O)OC(C)(C)C
2% | O=C1Cc2ccccc2Sc2c(OCCN3CCCCC3)cccc21
? | COCc1ccc([C@@H]2C[C@H]3CN(Cc4ccccc4C)C(=O)[C@]34CCCN24)o1
-7% | CCCS(=O)(=O)c1c(S(=O)(=O)CCC)c2cnccn2c1C(=O)c1ccc(CC)cc1
-7%[57.5 µM] | Cc1cc(-c2c(C(=O)N3CCOCC3)c(C)nn2-c2ccccc2)no1
3% | CCOC(=O)c1c(NC(=O)CSc2ncnc3ccccc23)sc(C)c1C

6 of the entries above in order of their number in ERK EGF block, falling.
ERK EGF block | Structure
7% | CC(/C=N/NC(=O)CSc1nc(C)cc(C)n1)=C\c1ccccc1
3% | CCOC(=O)c1c(NC(=O)CSc2ncnc3ccccc23)sc(C)c1C
2% | O=C1Cc2ccccc2Sc2c(OCCN3CCCCC3)cccc21
-1% | Cc1ccc(S(=O)(=O)N(C)c2ccc(C)c([N+](=O)[O-])c2)cc1
-7% | CCCS(=O)(=O)c1c(S(=O)(=O)CCC)c2cnccn2c1C(=O)c1ccc(CC)cc1
-20% | CC(C)OC(=O)[C@@H]1CC[C@H](C)[C@@H](CCCCO)O1

Further records.
ERK EGF block | Structure
-14%[57.5 µM] | Cc1nnsc1C(=O)NNc1ccc(Cl)cc1
8% | CC1CSc2n(-c3cccc(C(F)(F)F)c3)cc(-c3ccccc3)[n+]21 (stereo unspecified)
-3%[57.5 µM] | CCC(=O)Nc1ccc(N/C(N)=N/c2nc(C)cc(C)n2)cc1
6% | Cc1cc(C)c(C)c(S(=O)(=O)NCC(=O)NCc2ccco2)c1C
-6% | NS(=O)(=O)c1ccc(CCNC(=O)CSc2nc3ccsc3c(=O)n2CCCCCC(=O)O)cc1
1% | O=C(NCC1CCCN(C(=O)c2cscn2)C1)c1ccc(-c2ccccc2)cc1 (stereo unspecified)
-2% | COCCNC(=S)N/N=C/c1ccc(OCc2ccc(C(=O)OC)cc2)cc1
2% | COc1cc(OC)cc(C(=O)NNC(=O)c2ccccn2)c1
3%[57.5 µM] | CCOc1ccccc1NC(=O)Nc1ccon1
6% | CCN(CC)C(=O)c1c([N+](=O)[O-])c(C(C)(C)C)nn1C
-1% | Clc1ccc(C2=NN=C3COc4ccccc4N3C2)cc1
7% | CCn1cc(C(=O)Nc2cc(C)ccc2C)c(=O)c2ccc(C)nc21
0%[57.5 µM] | CCOC(=O)C1=C(C)NC2=C(C(=O)c3ccccc32)C1c1cccc2ccccc12 (stereo unspecified)
-9% | Cc1noc(NS(=O)(=O)c2ccc(NC(=O)CCN3C(=O)c4ccccc4C3=O)cc2)c1C
-3%[57.5 µM] | S=C(N/N=C/c1cccs1)NC1CC2CCC1C2 (stereo unspecified)
-6% | O=C(CCCn1c(SCc2cccc([N+](=O)[O-])c2)nc2ccccc2c1=O)NCC1CCCO1 (stereo unspecified)
4% | CC(=O)Nc1cc(C(=O)N2CCc3ccccc3C2)ccc1Sc1ccc(C)cc1
1% | CCOC(=O)C/C(C)=N/NC(=O)CN(c1ccc(Br)cc1)S(=O)(=O)c1ccccc1
0% | CCNC(=O)NC(=O)C(C)OC(=O)C1CCN(S(=O)(=O)c2ccc(C)c(C)c2)CC1 (stereo unspecified)
-11% | Cc1nn(C)c(C)c1C1C(C#N)=C(N)Oc2n[nH]c(C)c21 (stereo unspecified)
-4% | COc1ccc(/C=N/NC(=O)C[n+]2ccccc2)c(OC)c1OC
4%[57.5 µM] | COc1ccc(NC(=O)COC(=O)C2CCN(S(=O)(=O)c3cccs3)CC2)cc1
-4% | CCN1CCN(Cc2ccc(NC(=O)Nc3ccccc3Cl)cc2)CC1
? | COc1ccc(-n2c(/C=C3\C(=O)N(C)c4ccccc43)nc3ccccc3c2=O)cc1
-8% | O=C(COC(=O)c1ccccc1)Nc1cccc(S(=O)(=O)N2CCOCC2)c1
0% | Cc1[nH]c(=S)sc1Cc1ccc(Cl)c(Cl)c1
-5% | Cc1cc(C)nc(NS(=O)(=O)c2ccc(NC(=O)CSc3nc4ccccc4[nH]3)cc2)n1
-16% | COc1ccc(NC(=O)NC2CCCCC2C)cc1 (stereo unspecified)
-9% | O=C(CCc1nc2ccccc2c(=O)[nH]1)OCCOc1ccc(Cl)cc1
? | S=c1[nH]nc(COc2ccccc2)n1/N=C/c1cccs1
2%[57.5 µM] | COc1ccc(C(=O)NC(=S)NNC(=O)c2ccc3ccccc3n2)cc1
2% | CCc1cccc(NC(=O)c2ccc(Cn3nc(C)cc3C)o2)c1
6% | CC(=C/c1ccccc1)/C=N/NC(=O)c1cc(C)oc1C
0% | Cc1cccc(N(CC(=O)NC2CCCC2)C(=O)c2nsc(Cl)c2Cl)c1C
0% | CCOc1ccc(NC(=O)CC2SC(=O)N(c3ccccc3)C2=O)cc1 (stereo unspecified)
-1% | CCCC(=O)NC(NC(=S)Nc1ccc(S(N)(=O)=O)cc1)C(Cl)(Cl)Cl (stereo unspecified)
1% | CCOC(=O)N1CCN(C(=O)c2ccc(OC)c(S(=O)(=O)N3CCOCC3)c2)CC1
-4% | CCc1nnc(NC(=O)c2cc(S(=O)(=O)N3CCCCC3)ccc2N2CCOCC2)s1
2%[57.5 µM] | O=C(CN1CCN(Cc2ccccc2)CC1)N/N=C/c1ccc(Br)s1
-2%[57.5 µM] | CC1=NN(c2ccccc2)C(=O)/C1=C\c1cc(C)n(-c2cccnc2)c1C

Nothing new here: three of the compounds above.
ERK EGF block | Structure
2%[57.5 µM] | COc1ccc(C(=O)NC(=S)NNC(=O)c2ccc3ccccc3n2)cc1
2% | CCc1cccc(NC(=O)c2ccc(Cn3nc(C)cc3C)o2)c1
6% | CC(=C/c1ccccc1)/C=N/NC(=O)c1cc(C)oc1C

Following part:
ERK EGF block | Structure
? | N#Cc1nc(COc2ccccc2Cl)oc1N1CCCCCC1
-11%[57.5 µM] | CCCOc1ccc(N2C(=O)C/C(=C\c3ccccc3)C2=O)cc1
-8% | CCC(C)(C)NC(=O)C(c1cccn1C)N(C(=O)Cn1nnc2ccccc21)c1ccc(NC(C)=O)cc1 (stereo unspecified)
7% | COC(=O)CNC(=O)COC(=O)c1ccc(Cl)nc1
-1% | CCOC(=O)c1nn(-c2ccccc2C)c(=O)c2c(N)scc12
-1% | CCN(CC)c1ccc(C(=O)OCC(=O)Nc2cccc(S(=O)(=O)NC3=NCCCCC3)c2)cc1
-5%[57.5 µM] | C=C1CCN(C(C(=O)OC)C(C)C)S(=O)(=O)c2ccc(F)cc21 (stereo unspecified)
1%[57.5 µM] | COC(=O)c1ccc(NC(=O)c2ccccc2SC)cc1
